# Pf Dd2 inh: P. falciparum Dd2 growth inhibition; AID 1159554; activity change, % at 10 µM; hit rate 2.3% among 94,000; SYBR Green, 72 h; active compounds read low; in the data active = activity change below about -80%; inconclusive = no clear call, values can overlap the other calls
# C diff HTS: blocks growth of Clostridium difficile | AID 1259249 | Clostridium difficile clinical isolate growth, OD600, 24 h; active compounds read low | growth activity, negative = inhibition, % at 16 µg/mL (by protocol) | hit rate 0.25% among 86,000;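 active = mean growth activity at or below -80% and every replicate also at or below -80%; inconclusive = mean at or below -80% but some replicate above -80%; inactive = mean growth activity above -80%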;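 also: 0% = DMSO wells and -100% = levofloxacin 16 µg/mL wells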
# KDM4C inh: blocks human GASC-1 (KDM4C) demethylase activity; Q9H3R0; GST-KDM4C 2-372, H3K9me3 peptide, LANCE TR-FRET; inhibition, % at 12.5 µM; hit rate 0.15% among 96,000; AID 720574;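 active = mean replicate inhibition above about 25%, with at least 55% of replicates also reaching it, limit read from the data, passing the limit was not always enough; inconclusive = only one of those two conditions met; inactive = neither condition met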
# Target sequence (Q9H3R0 2-372 limits assumed): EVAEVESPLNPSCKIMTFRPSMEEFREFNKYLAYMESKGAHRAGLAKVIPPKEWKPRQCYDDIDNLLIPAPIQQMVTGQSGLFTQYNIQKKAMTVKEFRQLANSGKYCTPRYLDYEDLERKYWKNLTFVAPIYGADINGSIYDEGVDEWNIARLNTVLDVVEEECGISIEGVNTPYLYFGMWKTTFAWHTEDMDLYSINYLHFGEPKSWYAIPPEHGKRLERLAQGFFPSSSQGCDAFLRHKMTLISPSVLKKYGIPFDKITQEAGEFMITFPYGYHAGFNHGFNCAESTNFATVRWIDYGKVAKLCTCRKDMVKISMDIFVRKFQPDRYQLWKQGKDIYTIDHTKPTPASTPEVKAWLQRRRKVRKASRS
#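 Material: N-terminal GST-fused human GASC-1 (KDM4C) fragment, residues 2-372. Input: 10 nM enzyme. Incubation: enzyme reaction 30 min, then detection 60 min, both room temperature. Doses: one test concentration per compound. Read-out basis: inhibition from TR-FRET ratio decrease. Detection: LANCE TR-FRET, excitation 340 nm, emissions 618 and 671 nm.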
# T cruzi growth: inhibitors of T. cruzi proliferation | T. cruzi beta-gal in NIH3T3, GalScreen luminescence, 90 h | inhibition, % at 8.34 µM | hit rate 5.9% among 77,000 | AID 624255;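 active = mean inhibition above about 93%, with at least 55% of replicates each passing it, limit read from the data, passing the limit was not always enough; inconclusive = only one of those two conditions holds; inactive = neither condition holds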
# * marks the source's active call; other numbers are inactive results; ? = inconclusive; nt = no result given; & = joins results of further samples.
# Order of results: Pf Dd2 inh, C diff HTS, KDM4C inh, T cruzi growth
C[C@H](CO)N1C[C@H](C)[C@@H](CN(C)S(=O)(=O)c2cn(C)cn2)OCCCC[C@H](C)Oc2ccc(NS(=O)(=O)c3cccs3)cc2C1=O
    35, 0, -0.8, 18
C[C@H]1CN([C@@H](C)CO)C(=O)c2cccc(NC(=O)Nc3ccc4c(c3)OCO4)c2O[C@H]1CN(C)Cc1ccncc1
    9, 1, 0.7, -6
C[C@H]1CN([C@@H](C)CO)C(=O)c2cc(NC(=O)Cn3cnnn3)ccc2O[C@H]1CN(C)S(=O)(=O)c1cn(C)cn1
    18, nt, 0.3, -5
Cc1noc(C)c1NC(=O)Nc1ccc2c(c1)C(=O)N([C@@H](C)CO)C[C@@H](C)[C@@H](CN(C)C(=O)Nc1c(C)noc1C)OCCCC[C@@H](C)O2
    31, -1, 2.4, 33
C/C=C/c1ccc2c(c1)O[C@@H](CN(C)Cc1cccc(F)c1)[C@H](C)CN([C@@H](C)CO)S2(=O)=O
    -47, 6, 0.0, nt
C[C@@H]1CCCCO[C@H](CN(C)Cc2ccc(Cl)c(Cl)c2)[C@@H](C)CN([C@H](C)CO)C(=O)c2cc(NC(=O)c3ccncc3)ccc2O1
    -15, 1, 0.5, 40
COC(=O)C[C@@H]1C=C[C@@H](N)[C@H](CO)O1
    17, 1, -1.0, 21
CCCNC(=O)Nc1ccc2c(c1)C(=O)N(C)[C@@H]1CC[C@H](CC(=O)OC)O[C@H]1CO2
    14, 6, -1.0, -8
CNC[C@@H]1Oc2ccc(NS(=O)(=O)c3c(C)noc3C)cc2C(=O)N([C@@H](C)CO)C[C@H]1C
    66, -4, -0.9, -21
O=C(Nc1nccs1)[C@H]1[C@H](CO)[C@H]2Cn3c(ccc(-c4cccnc4)c3=O)[C@H]2N1CC1CC1
    5, -1, 1.9, nt
COCC(=O)N(C)C[C@@H]1Oc2ncc(C3=CCCC3)cc2C(=O)N([C@@H](C)CO)C[C@H]1C
    8, 2, 0.4, nt
C[C@H](CO)N1C[C@H](C)[C@H](CN(C)C(=O)C2CCCCC2)OCCCC[C@H](C)Oc2ccc(NC(=O)c3ccccc3)cc2C1=O
    7, -14, -1.1, -39
CCNC(=O)C[C@@H]1CC[C@H]2[C@H](COc3ccc(NC(=O)c4cccc(C(F)(F)F)c4)cc3C(=O)N2C)O1
    -5, 14, -3.2, -21
CCC(=O)Nc1ccc2c(c1)C(=O)N(C)C[C@H](OC)[C@@H](C)CN(C(=O)c1cnccn1)[C@H](C)CO2
    30, nt, 0.1, -12
O=C(c1ccccn1)N1CC[C@@H]2[C@H](CO)Nc3ccc(-c4cccc(F)c4)cc3[C@@H]21
    25, 36, 1.5, 36
CN1CCCCN2[C@@H](CO)[C@H](c3ccc(-c4ccccc4)cc3)[C@@H]2C1
    24, -10, 0.0, 26
C[C@H]1CN([C@@H](C)CO)C(=O)c2cccc(NC(=O)C3CCCCC3)c2O[C@H]1CN(C)C
    -1, 19, 1.6, 22
O=C(C[C@H]1CC[C@H]2[C@@H](COC[C@@H](O)CN2C(=O)Nc2ccc(F)cc2)O1)NC1CCC1
    13, 13&4, 0.5, nt
C[C@H]1CN([C@@H](C)CO)C(=O)Cc2cc(NS(=O)(=O)c3cn(C)cn3)ccc2O[C@H]1CN(C)S(=O)(=O)c1ccc(F)cc1
    -6, -3, -0.4, 6
C[C@H](CO)N1C[C@H](C)[C@H](CN(C)C(=O)Nc2ccccc2)Oc2c(NS(=O)(=O)c3ccc(Cl)cc3)cccc2C1=O
    -7, 5, 4.8, 57
CNC(=O)C[C@H]1CC[C@H]2[C@H](COc3ccc(NC(=O)C4CC4)cc3C(=O)N2C)O1
    -3, 4, 0.7, -20
CC(C)(O)C#Cc1ccc([C@@H]2[C@@H](CO)N3CCCCN(Cc4ccccc4F)C[C@@H]23)cc1
    2, 6, -1.3, 47
CC(C)C#Cc1cnc2c(c1)C(=O)N([C@@H](C)CO)C[C@H](C)[C@H](CN(C)C(=O)Cc1ccncc1)O2
    -7, 3, nt, 53
Cc1ccc(S(=O)(=O)N(C)C[C@H]2Oc3cc(C4=CCCC4)ccc3S(=O)(=O)N([C@H](C)CO)C[C@H]2C)cc1
    -22, 2, 1.8, nt
C[C@H]1CN([C@@H](C)CO)C(=O)Cc2cc(NC(=O)Cc3cn(C)c4ccccc34)ccc2O[C@@H]1CN(C)Cc1ccc(C(F)(F)F)cc1
    -28, 2, -1.1, 103*
N#C[C@H]1[C@H](c2ccc(C#CC3CCCCC3)cc2)[C@@H](CO)N1C(=O)Cc1ccccn1
    -43, -4, -1.5, 90
CCCc1cn(CC[C@H]2CC[C@@H](NC(=O)C3CCCCC3)[C@@H](CO)O2)nn1
    -6, nt, -0.4, -26
COc1ccc(CN(C)C[C@@H]2Oc3c(NC(=O)c4ccc(-c5nccs5)cc4)cccc3C(=O)N([C@H](C)CO)C[C@@H]2C)cc1
    -42, 14, 0.4, -2
C[C@@H]1CN([C@@H](C)CO)C(=O)CCCn2cc(nn2)CO[C@@H]1CN(C)C(=O)Cc1ccccc1
    0, -2, -0.2, -58
COc1ccc(S(=O)(=O)Nc2ccc3c(c2)C(=O)N([C@@H](C)CO)C[C@H](C)[C@H](CN(C)C(=O)c2ccccc2)OCCCC[C@H](C)O3)cc1
    -60, 4, 1.1, 54

# Profiles, quoted from the list. Order of screens: Pf Dd2 inh	C diff HTS	KDM4C inh	T cruzi growth
# `CC(C)C#Cc1cnc2c(c1)C(=O)N([C@@H](C)CO)C[C@H](C)[C@H](CN(C)C(=O)Cc1ccncc1)O2` reads -7	3	nt	53
# `Cc1ccc(S(=O)(=O)N(C)C[C@H]2Oc3cc(C4=CCCC4)ccc3S(=O)(=O)N([C@H](C)CO)C[C@H]2C)cc1` reads -22	2	1.8	nt
# `CCCc1cn(CC[C@H]2CC[C@@H](NC(=O)C3CCCCC3)[C@@H](CO)O2)nn1` reads -6	nt	-0.4	-26
# `COc1ccc(CN(C)C[C@@H]2Oc3c(NC(=O)c4ccc(-c5nccs5)cc4)cccc3C(=O)N([C@H](C)CO)C[C@@H]2C)cc1` reads -42	14	0.4	-2
# `N#C[C@H]1[C@H](c2ccc(C#CC3CCCCC3)cc2)[C@@H](CO)N1C(=O)Cc1ccccn1` reads -43	-4	-1.5	90

# Next part:
# Order of results: Pf Dd2 inh, C diff HTS, KDM4C inh, T cruzi growth
O=C(C[C@@H]1CC[C@H](NC(=O)Nc2ccc(F)cc2)[C@@H](CO)O1)NCc1cccc(F)c1
    nt, -1, 0.4, nt
C[C@@H]1CN([C@@H](C)CO)C(=O)c2cc(NC(=O)Nc3cccc4ccccc34)ccc2O[C@@H]1CN(C)Cc1ccncc1
    7, -1, 0.7, 27
C[C@H]1CN([C@@H](C)CO)C(=O)CCCn2nncc2CO[C@@H]1CN(C)Cc1ccc(C(F)(F)F)cc1
    -12, 6, nt, 51
COCC(=O)Nc1ccc2c(c1)[C@@H]1C[C@H](CC(=O)NC3CCCC3)O[C@@H](CO)[C@@H]1O2
    20, -4, -4.6, nt
C[C@H](CO)N1C[C@H](C)[C@H](CN(C)C(=O)Nc2ccccc2F)Oc2cc(-c3ccc(C(=O)N(C)C)cc3)ccc2S1(=O)=O
    -33, -7, 3.0, nt
CCCNC(=O)N1[C@H](C#N)[C@H](c2ccc(-c3cccc(OC)c3)cc2)[C@H]1CO
    -85*, 12, -0.2, 77
C[C@@H]1CCCCO[C@H](CN(C)S(=O)(=O)c2ccccc2)[C@H](C)CN([C@@H](C)CO)C(=O)c2cc(NC(=O)CCC(F)(F)F)ccc2O1
    -60, 10, 0.3, 35
CCCN1C[C@H](C)[C@H](OC)CN(C)C(=O)c2cc(NC(=O)Nc3cccc(F)c3)ccc2OC[C@@H]1C
    -22, -1, 0.8, -50
C[C@H]1CN([C@@H](C)CO)C(=O)Cc2cc(NC(=O)CCCCCC(=O)Nc3ccccc3N)ccc2O[C@H]1CN(C)CC1CC1
    -21, -2, 3.9, nt
CNC(=O)C[C@H]1CC[C@@H]2[C@@H](COc3ccc(NC(=O)c4cnccn4)cc3C(=O)N2C)O1
    4, -5, 0.5, -80
CCCNC(=O)[C@H]1N[C@H]2c3ccc(-c4cccc(F)c4)c(=O)n3C[C@H]2[C@@H]1CO
    7, -3, 2.0, -7
COc1ccccc1-c1ccc([C@@H]2[C@@H](CO)N3CCCCN(C(=O)c4ccncc4)C[C@H]23)cc1
    -3, 1, -0.2, -18
CNC[C@H]1OCCCC[C@H](C)Oc2ccc(NS(=O)(=O)c3ccc(F)cc3)cc2C(=O)N([C@@H](C)CO)C[C@H]1C
    -23, -6, -1.1, 51
Cc1ccc(S(=O)(=O)N(C)C[C@@H]2OCCCC[C@@H](C)Oc3ccc(NS(=O)(=O)c4ccc(Cl)cc4)cc3C(=O)N([C@@H](C)CO)C[C@@H]2C)cc1
    -57, 4, 0.1, 110*
O=S(=O)(N[C@H]1CC[C@@H](CCn2cc(-c3ccccc3F)nn2)O[C@H]1CO)c1ccc(Cl)cc1
    -61, -7, -1.1, 56
Cc1ccc(S(=O)(=O)Nc2ccc3c(c2)C(=O)N([C@H](C)CO)C[C@H](C)[C@@H](CN(C)S(=O)(=O)c2cn(C)cn2)OCCCC[C@H](C)O3)cc1
    -13, -1, 14, 22
O=C(O)C[C@H]1CC[C@@H](NC(=O)CCN2CCCCC2)[C@@H](CO)O1
    23, 2, -1.1, nt
C[C@H]1CN([C@@H](C)CO)C(=O)c2cc(C#Cc3ccccc3F)cnc2O[C@H]1CN(C)C(=O)C1CCOCC1
    -3, -6, nt, -51
C[C@H]1CN([C@@H](C)CO)S(=O)(=O)c2ccc(C#CCN(C)C)cc2O[C@H]1CN(C)Cc1ccccc1
    -43, 1, 2.6, ?
CN1[C@@H]2c3ccc(-c4cccnc4)c(=O)n3C[C@@H]2[C@@H](CO)[C@@H]1C(=O)NCC1CCCCC1
    nt, 6, 0.4, 14

# Following part.
SMILES	Pf Dd2 inh	C diff HTS	KDM4C inh	T cruzi growth
COc1cccc(S(=O)(=O)N[C@H]2CC[C@@H](CC(=O)NCc3ccccc3)O[C@@H]2CO)c1	-5	-2	2.8	24
COc1ccc2c3c([nH]c2c1)[C@H](CO)N(Cc1cc(F)ccc1F)CC31CCN(C(C)=O)CC1	-90*	6	-2.2	nt
Cc1ccc(S(=O)(=O)NCC[C@H]2CC[C@@H](NC(=O)C3CCOCC3)[C@@H](CO)O2)cc1	-12	5	-1.3	-5
COc1ccc(S(=O)(=O)N(C)C[C@@H]2Oc3ccc(NC(=O)Nc4ccc(C(F)(F)F)cc4)cc3C(=O)N([C@H](C)CO)C[C@H]2C)cc1	-14	-9	4.7	41
C[C@@H]1CN([C@H](C)CO)S(=O)(=O)c2ccc(C#CC3CC3)cc2O[C@H]1CN(C)C(=O)CC1CC1	-53	4	-1.4	58
CC(C)NC(=O)N(C)C[C@H]1Oc2ncc(C#CC3CCCC3)cc2C(=O)N([C@@H](C)CO)C[C@@H]1C	-24	9	-1.5	69
C[C@@H]1CN([C@H](C)CO)C(=O)c2cc(NC(=O)C3CCCCC3)ccc2O[C@@H]1CN(C)Cc1ccc(C(=O)Nc2ccccc2N)cc1	-83*	-1	-0.7	48
COc1ccc(NC(=O)N(C)C[C@@H]2Oc3c(NS(=O)(=O)c4cccs4)cccc3C(=O)N([C@@H](C)CO)C[C@@H]2C)cc1	-31	-8	0.4	-35
C[C@H](CO)N1C[C@H](C)[C@@H](CN(C)C(=O)C2CCCCC2)Oc2ncc(-c3ccncc3)cc2C1=O	8	-3	-1.6	-4
C[C@@H]1CCCCO[C@@H](CN(C)S(=O)(=O)c2cccs2)[C@H](C)CN([C@H](C)CO)C(=O)c2cc(NC(=O)NC3CCCCC3)ccc2O1	?	15	-3.5	118*
CC(C)NC(=O)Nc1ccc2c(c1)C(=O)N(C)[C@@H]1CC[C@H](CC(=O)NCC3CCCCC3)O[C@H]1CO2	5	-1	-0.2	-6
COc1ccccc1-c1ccc([C@H]2[C@@H](CO)N3CCCCN(S(=O)(=O)c4cn(C)cn4)C[C@@H]23)cc1	12	-1	0.8	-3
O=C(C[C@H]1C[C@H]2c3cc(NS(=O)(=O)c4ccc(F)cc4)ccc3O[C@H]2[C@H](CO)O1)NCc1ccc(-c2ccccc2)cc1	-71	-1	-6.2	101*
COc1ccc2c3c([nH]c2c1)[C@@H](CO)N(C(=O)C1CC1)CC31CN(S(C)(=O)=O)C1	6	6	-1.6	nt
Cc1noc(C)c1NC(=O)Nc1ccc2c(c1)C(=O)N([C@@H](C)CO)C[C@@H](C)[C@@H](CN(C)S(C)(=O)=O)OCCCC[C@@H](C)O2	34	-7	1.7	24
C[C@@H]1CN([C@@H](C)CO)C(=O)c2cc(N(C)C)ccc2O[C@@H]1CN(C)C(=O)NC1CCCCC1	6	-5	11	-5
